Compound activity (PubChem)
FLuc counter: inhibits or activates purified firefly luciferase, miR-21 counter-screen; P08659; purified FLuc, Km substrates, luminescence inhibition; Potency, µM (top dose mostly 57.5 µM), inactives show top-dose activity change, negative = inhibition, usual class: inhibitors; 360,000 compounds, 6.9% hits;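 note: plate controls were vehicle for no effect and reference inhibitor for full effect; nearly all actives have a fitted effect of over 55% in size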
Target sequence (P08659 whole entry, looked up): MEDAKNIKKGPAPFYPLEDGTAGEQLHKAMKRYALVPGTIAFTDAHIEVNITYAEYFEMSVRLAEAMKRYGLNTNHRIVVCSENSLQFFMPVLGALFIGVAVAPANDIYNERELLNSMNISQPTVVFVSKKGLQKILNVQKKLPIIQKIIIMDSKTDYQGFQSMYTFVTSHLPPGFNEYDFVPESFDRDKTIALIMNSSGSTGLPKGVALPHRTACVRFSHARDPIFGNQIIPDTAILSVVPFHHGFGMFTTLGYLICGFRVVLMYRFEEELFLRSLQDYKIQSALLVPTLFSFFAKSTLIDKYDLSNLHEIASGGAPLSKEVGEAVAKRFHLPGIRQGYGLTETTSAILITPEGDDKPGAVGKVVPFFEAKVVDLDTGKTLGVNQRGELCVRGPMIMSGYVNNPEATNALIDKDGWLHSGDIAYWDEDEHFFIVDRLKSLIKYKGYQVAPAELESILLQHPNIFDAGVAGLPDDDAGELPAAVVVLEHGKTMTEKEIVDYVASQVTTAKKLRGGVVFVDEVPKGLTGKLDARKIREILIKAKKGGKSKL
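Biochemical qHTS of compounds, final roughly 60 µM downward over six points, against 10 nM purified firefly luciferase using Km concentrations of substrates (10 uM D-luciferin, 10 uM ATP) in Tris acetate pH 7.5 buffer; luminescence output.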
BRCA1 expr up: activators of BRCA1 expression. MCF7-BRCA1-FFLuc reporter, luminescence, 48 h; response scale: scaled: vehicle 0%, 10 µM genistein 100%. Potency, µM (series often up to 46.1 µM), inactives show at the top dose activation, most hits filed as activators. 380,000 compounds, 1.1% hits. AID 624202; note: nearly all actives have a fitted effect of over 80% in size; some results filed as inactive show a strong effect at the top dose
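Cells: MCF7-BRCA1-FFLuc, 2000/well. Exposure: 48 h, 37 °C, 5% CO2. Read: luminescence, 15 min post-substrate. Controls: genistein 10 microM (maximal activation), DMSO (neutral).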
Active calls of the source: *; ? = inconclusive. Calls come from the whole dose curve; as a rule, active = well fitted curve in the direction sought with a large enough effect; inconclusive = small, poorly fitted or top-dose-only effect, or another doubt; inactive = no such curve, though single readings can be large; an effect the other way counts as inactive or inconclusive. Potency is the fitted concentration of half-maximal effect.

canonical_smiles | FLuc counter | BRCA1 expr up
CCN(CC)C(=O)Cn1c(=O)n(CCc2ccccc2)c(=O)c2ccccc21 | -2% | 2%
Cc1ccccc1-c1nc(CS(=O)(=O)CC(=O)Nc2cc(Cl)cc(Cl)c2)c(C)o1 | -16% | -33%
CCOC(=O)N1CCN(C(=O)c2ccc3c(c2)N(Cc2ccccc2F)C(=O)c2ccccc2S3(=O)=O)CC1 | 0% | 10%
O=C(CN1C(=O)C2(SCC(=O)N2c2ccccc2)c2ccccc21)NCCc1ccccc1 (stereo not drawn) | 3% | -16%
CC(C)CC(NS(=O)(=O)c1ccc2c(c1)oc(=O)n2C)C(=O)NCc1ccccc1Cl (stereo not drawn) | -5% | 5%
CCOC(=O)COc1ccc([N+](=O)[O-])cc1-c1ccnc2cc(-c3ccc(Cl)cc3)nn12 | 2% | 19%
CCOC(=O)c1cccc(NC(=O)C2CCN(S(=O)(=O)c3c(C)noc3/C=C/c3ccc(C)cc3)CC2)c1 | 0% | -18%
COc1cc(OC)cc(C(=O)Nc2cc(-c3nc4ccccc4[nH]3)ccc2C)c1 | 7.6µM* | -30%
N#Cc1ccccc1CSc1nnc(-c2ccc(Br)cc2)o1 | 1.2µM* | ?
O=C(CC(c1cccs1)N1Cc2ccccc2C1=O)Nc1ccc(F)cc1 (stereo not drawn) | 1% | -3%
Cc1ccc(NC(=O)c2oc3ccccc3c2NC(=O)c2ccc(F)c(F)c2)cc1 | -3% | 78%
Cc1ccc(C)c2sc(N3CCN(C(=O)c4ccco4)CC3)nc12 | -15% | 0%
COc1ccccc1-c1nn(CCC(=O)Nc2cccc(C(C)=O)c2)c2nc(C)cc(C)c12 | -4% | -33%
COc1ccc(Cl)cc1NC(=O)Cn1c(=O)c2ccccc2n2nncc12 | -9% | 2%
COc1cccc(CNC(=O)CN2C(=O)CSc3ccc(S(=O)(=O)N(C)C)cc32)c1 | 3% | 9%

(cont.)
canonical_smiles | FLuc counter | BRCA1 expr up
Cc1cccc(NC(=O)Cn2c(=O)oc3cc(S(=O)(=O)NC4CCCC4)ccc32)c1 | -1% | 2%
O=C(CN1C(=O)C2(SCC(=O)N2c2ccc(Cl)cc2)c2ccccc21)NCCc1ccccc1 (stereo not drawn) | 1% | -21%
COc1ccc(-c2cc(-c3ccccc3)nc3c2COc2ccc(F)cc2-3)cc1 | -6% | 5%
COC(=O)c1ccccc1NC(=O)c1c(C)oc2ncn(C)c(=O)c12 | -5% | -2%
CCOc1ccc(NC(=O)N(C)CCc2c(C)nn(C)c2C)cc1 | -1% | 9%
COc1ccc(-c2cnc(C)o2)cc1S(=O)(=O)Nc1c(C)cc(C)cc1C | -8% | -3%
O=C(Cn1cc(S(=O)(=O)c2ccc(F)cc2)c(=O)c2cc3c(cc21)OCO3)Nc1ccccc1 | -2% | 8%
Cc1noc(-c2ccccc2OCC(=O)Nc2cccc([N+](=O)[O-])c2)n1 | -3% | -14%
COc1cccc(CNC(=O)CCc2c(C)nc3c(c(C)nn3-c3ccc(C)c(C)c3)c2C)c1 | -5% | -6%
CCOC(=O)c1cc(NC(=O)c2ccc(Cl)cc2)c(=O)n2c1oc1ccccc12 | 3% | 0%
COc1ccc(N2CCN(c3ncnc4c3nc3n4CCCCC3)CC2)cc1 | -10% | 0%
Clc1ccc(-c2noc(-c3cccnc3NCc3ccco3)n2)cc1 | -14% | 0%
CCn1cc2nc(SCc3ccc(C)cc3)n(CCc3ccccc3)c(=O)c2n1 | -3% | -35%
COc1ccc(-c2noc(N(c3ccc(F)c(Cl)c3)c3nc(-c4ccc(OC)c(OC)c4)no3)n2)cc1OC | -7% | -5%
CC1=C(C(=O)Nc2ccc(Cl)cc2)C(c2ccc(C(F)(F)F)cc2)n2nnnc2N1 (stereo not drawn) | 6% | -23%

Carrying on.
canonical_smiles | FLuc counter | BRCA1 expr up
COc1cccc(NC(=O)CSc2nc3cc(OC)c(OC)cc3c3nc(-c4ccccc4)nn23)c1 | -1% | 22%
CC(Oc1ccccc1)C(=O)Nc1ccc(OCc2cc(=O)n3ccsc3n2)cc1 (stereo not drawn) | 2% | 26%
Cc1ccc(NC(=O)N(Cc2cn(C)c3ccccc23)C2CCCCC2)cc1C | ? | 0%
O=c1cc2nc(-c3ccccc3)nc(SCc3cccc(Br)c3)n2[nH]1 | ? | 0%
Cc1cc(C)c(NS(=O)(=O)c2ccc(-c3cnc(C4CC4)o3)cc2)c(C)c1 | -19% | -62%
Cc1nc2nc(SCC(=O)NC3CCCCC3)nn2c(C)c1Cc1ccccc1Cl | -16% | -3%
Cc1cc2c(cc1S(=O)(=O)CCC(=O)N1CCCCC1C)OCC(=O)N2 (stereo not drawn) | ? | -3%
COc1ccc(CCNC(=O)c2ccc(Cn3c(=O)c4ccccc4n(Cc4ccc(F)cc4Cl)c3=O)cc2)cc1OC | -2% | -21%
COc1cccc(C(=O)NCC(=O)OCc2cc(=O)n3c(C)csc3n2)c1 | 0% | -11%
COc1ccc(C)cc1NS(=O)(=O)c1cc(Br)cc2c1N(C(C)=O)C(C)C2 (stereo not drawn) | -11% | 2%
COc1ccc(Cl)cc1NC(=O)Cn1nnc(C(=O)NCc2cccs2)c1N | -2% | -43%
CCCOc1ccc(C(=O)N(Cc2cccs2)c2ccc(C)cc2)cc1 | -7% | 10%
CCN(CC)C(=O)C1CCN(C(=O)c2cnn(-c3ccccc3)c2-n2cccc2)CC1 | 3% | 23%
COc1ccc(NC(=O)c2oc3ccccc3c2NC(=O)c2cc3ccccc3o2)c(OC)c1 | ? | 3%
CC(C)c1ccc(NC(=O)CN2C(=O)C3(SCC(=O)N3c3ccc(F)cc3)c3ccccc32)cc1 (stereo not drawn) | -5% | -54%

A few values from the list:
`COc1ccc(Cl)cc1NC(=O)Cn1nnc(C(=O)NCc2cccs2)c1N` | BRCA1 expr up: -43%
`COc1ccc(C)cc1NS(=O)(=O)c1cc(Br)cc2c1N(C(C)=O)C(C)C2` (stereo not drawn) | BRCA1 expr up: 2%
`COc1ccc(CCNC(=O)c2ccc(Cn3c(=O)c4ccccc4n(Cc4ccc(F)cc4Cl)c3=O)cc2)cc1OC` | FLuc counter: -2%
`Cc1cc(C)c(NS(=O)(=O)c2ccc(-c3cnc(C4CC4)o3)cc2)c(C)c1` | BRCA1 expr up: -62%
`Cc1cc2c(cc1S(=O)(=O)CCC(=O)N1CCCCC1C)OCC(=O)N2` (stereo not drawn) | BRCA1 expr up: -3%

Additional structures
canonical_smiles | FLuc counter | BRCA1 expr up
CCOC(=O)COc1ccc(CC)cc1C(=O)c1ccn2nc(-c3ccc(Cl)cc3)cc2n1 | 0% | -13%
CC1=C(C(=O)OCC2CCCCC2)C(c2ccccc2F)CC(=O)N1 (stereo not drawn) | 3% | 2%
COc1ccc(-c2noc(CSc3nnc(C)n3-c3ccc(OC)cc3)n2)cc1 | 0% | 1%
CN(C(=O)c1cc2c(Cl)nc3ccccc3c2s1)c1cccc(C(F)(F)F)c1 | -1% | 24%
Cc1ccc(CNC(=O)CSc2ncc3c(n2)-c2ccc(Cl)cc2N(Cc2ccccc2)S3(=O)=O)cc1 | 0% | 9%
CCOc1ccc(CN2C(=O)c3ccccc3Sc3ccc(C(=O)NCc4ccc(C)cc4)cc32)cc1 | 5% | -1%
Cc1ccc(NS(=O)(=O)c2ccc3[nH]c4c(c3c2)CCCCCC4)cc1C | -14% | -59%
COc1ccc(NC(=O)C(NS(=O)(=O)c2ccc3c(c2)CCCC(=O)N3)C(C)C)c(OC)c1 (stereo not drawn) | -5% | 0%
CCCN(C(=O)c1cc2c(=O)oc3ccccc3c2s1)c1ccc(CC)cc1 | -1% | 7%
CCOc1ccc(NC(=O)c2oc3ccccc3c2NC(=O)Cc2cccc(C)c2)cc1 | -1% | 2%
O=C(CSc1nc(-c2ccc(F)cc2)cc(C(F)(F)F)n1)NCCc1ccccc1 | -3% | -22%
CCOc1ccccc1NS(=O)(=O)c1ccc2[nH]c3c(c2c1)CCCCC3 | -11% | -53%
Cc1nn(-c2ccccc2)c(OC(=O)c2cccc(Br)c2)c1S(=O)(=O)c1ccccc1 | ? | 16%
COc1cccc(CNCCSc2nnnn2C)c1OCc1ccccc1F | -7% | 0%
COc1ccc(-c2cc(C(F)(F)F)nc(SCCC(=O)Nc3cccc(OC)c3)n2)cc1 | 1% | -15%

Retrieved one by one from above, three records:
canonical_smiles | FLuc counter | BRCA1 expr up
CN(C(=O)c1cc2c(Cl)nc3ccccc3c2s1)c1cccc(C(F)(F)F)c1 | -1% | 24%
COc1ccc(C)cc1NS(=O)(=O)c1cc(Br)cc2c1N(C(C)=O)C(C)C2 (stereo not drawn) | -11% | 2%
Cc1cc2c(cc1S(=O)(=O)CCC(=O)N1CCCCC1C)OCC(=O)N2 (stereo not drawn) | ? | -3%

(next part)
canonical_smiles | FLuc counter | BRCA1 expr up
Cc1cccc(N2CCN(C(=O)CN3C(=O)COc4ccc(S(=O)(=O)N5CCC(C)CC5)cc43)CC2)c1C | -13% | 9%
CCOc1ccc(NC(=O)Cn2cc(C(=O)c3ccc(OC)cc3)c(=O)c3cc4c(cc32)OCO4)cc1 | -1% | 9%
Cc1ccc(Cn2c(C(=O)O)c(CNCCc3cccs3)c3ccc(C)cc32)cc1 | -9% | -5%
COc1ccc(-n2c(=O)c3c4c(sc3n3c(SCCC(C)C)nnc23)COC(C(C)C)C4)cc1 (stereo not drawn) | -2% | 8%
CCOC(=O)Cn1c(=O)n(-c2ccc(Cl)cc2)c2nc(-c3ccc(Cl)cc3)nc(C(N)=O)c21 | -2% | -24%
CCCCN(Cc1ccccc1)S(=O)(=O)c1ccc2c(c1)CCN2C(=O)C1CCC1 | -8% | 10%
COc1ccc2oc(-c3ccc(C)c(NC(=O)c4ccc5c(c4)OCCO5)c3)nc2c1 | ? | -4%
Cn1cc(S(=O)(=O)N2CCCCCC2)cc1C(=O)N1CCN(c2ccc(F)cc2)CC1 | -14% | -3%
Cc1ccc(-c2nc3cc(C(C)C)ccc3o2)cc1NC(=O)c1cc([N+](=O)[O-])ccc1N1CCOCC1 | 1.3µM* | -61%
Cc1cccc(N2CCN(C(=O)Cn3cnc4sc(C)c(S(=O)(=O)N5CCN(c6ncccn6)CC5)c4c3=O)CC2C)c1 (stereo not drawn) | -11% | -9%
COc1ccc(C)cc1NC(=O)c1ccc2c(c1)nnn2C1CCCC1 | -18% | -38%
Cc1ccc2c(c1C)NC(=O)CC2c1ccc(Cl)cc1Cl (stereo not drawn) | -8% | -7%
COc1ccc(NC(=O)Cn2c(=O)n(Cc3ccco3)c(=O)c3cc(OC)c(OC)cc32)cc1 | 2% | -18%
COc1cccc(NC(=O)Cn2c(=O)n(Cc3ccco3)c(=O)c3cc(OC)c(OC)cc32)c1 | -7% | -21%
Cc1cc(C)cc(NC(=O)N2CCN(c3cc(-c4noc(C)n4)ccc3C)CC2)c1 | -7% | -30%

Continuation.
canonical_smiles | FLuc counter | BRCA1 expr up
CCOc1ccc(OCC)c(NC(=O)c2nnn(CC(=O)Nc3ccc(C)cc3C)c2N)c1 | -1% | 0%
Cc1ccc(C)c(NC(=O)CN2C(=O)CSc3nc(C)cc(C)c32)c1 | 2% | 7%
CCNc1nc(Oc2ccc(OCC(=O)OC)nn2)nc(N2CCOCC2)n1 | 0% | 7%
O=C(NCCn1cc(SCc2ccc(C(F)(F)F)cc2)c2ccccc21)c1ccccc1F | -11% | -4%
CCOc1ccc(Nc2oc(/C=C/c3cccc(OC)c3)nc2C#N)cc1 | -8% | 0%
COCCCn1c(=N)c(C(=O)NCc2ccco2)cc2c(=O)n3ccccc3nc21 | -6% | 11%
Cc1ccc(-c2nc3n(n2)C(c2ccccc2C)C=C(c2ccc(Cl)cc2)N3)cc1 (stereo not drawn) | 1% | 0%
CC(=O)Nc1ccc(NC(=O)CSc2nccn2C)cc1 | 0% | -4%
Cc1cccc(C(=O)Nc2ccc3nc(SCC(=O)N4CCc5ccccc54)sc3c2)c1 | -2% | 0%
CCOc1ccc(NC(=O)c2oc3ccccc3c2NC(=O)c2ccc(OC)cc2OC)cc1 | 6% | 0%
CCN(CC)CCNC(=O)c1cc2c(=O)n(C)c3cc(Cl)ccc3c2s1 | -3% | 7%
CCOC(=O)c1ccc(N2C(=O)c3[nH]nc(-c4ccccc4)c3C2c2ccc(C(C)C)cc2)cc1 (stereo not drawn) | 2% | 0%
CCOC(=O)c1ccc(NC(=O)CCc2c(C)n(CC)c3cc(-c4ccccc4OC)nn3c2=O)cc1 | -2% | 10%
CC(=O)N1CCOc2cc(S(=O)(=O)NCc3ccc(C)cc3)c(Cl)cc21 | 0% | -13%
COc1cc(Cl)c(C)cc1NC(=O)c1ccc2c(Cl)c3c(nc2c1)CCC3 | -5% | 13%

Later entries
canonical_smiles | FLuc counter | BRCA1 expr up
COc1cccc(OCC(=O)Nc2nnc3n2CCS3)c1 | 4% | 3%
Cc1cc(F)ccc1NC(=O)CN(C)S(=O)(=O)c1ccc(C(=O)N2CCOCC2)s1 | -2% | 0%
CCc1ccc(-n2c(=O)c3sc4ccccc4c3n(CC(=O)N3CCCC3)c2=O)cc1 | 2% | 4%
COc1ccc(CCNC(=O)c2ccc(Cn3c(=O)c4ccccc4n(Cc4ccc(C)cc4)c3=O)cc2)cc1OC | 3% | 7%
CC(C)CN(CC(C)C)c1nc(-c2ccc(Cl)cc2)nc2ccccc12 | -1% | -15%

Not all compounds are listed; the hit share may differ from the screen's.
